Source: PubChem
NOD1 NF-kB reporter: NOD1 signaling inhibitors, primary screen, cell-based, luminescence, uHTS (AID 1578); NOD1-driven NF-kB luciferase reporter cells, luminescence; higher % means a stronger effect; hit rate 1% among 290,000; inhibition, % at 4 µM; hits with a dose series show EC50 in µM; in the data active = inhibition mostly above about 36%, no sharp cut-off; inactive = mostly below about 34%;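 note: HEK-293T reporter cells stimulated with the NOD1 agonist gamma-tri-DAP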
Salmonella PhoP GFP: inhibitors of PhoP regulon expression, primary screen, Salmonella Typhimurium, GFP reporter (AID 1863) | inhibition, % at 50 µM; hits with a dose series show IC50 in µM | hit rate 0.16% among 300,000 | S. Typhimurium PhoP-regulated promoter GFP reporter, 4 h; higher % means a stronger effect;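 active = inhibition over 29.93%, a cutoff 3 SD above the screen mean, later confirmed by dose response; inconclusive = inhibition over 29.93% but no dose response follow-up; inactive = inhibition at most 29.93% or unconfirmed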;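 note: 0% = low Mg2+ inducing control and 100% = high Mg2+ repressing control; strong numbers were not always called active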
NOD2 inhibition: NOD2 signaling inhibitors, cell-based, luminescence, uHTS, HEK293 (AID 1566). HEK293 NOD2/NF-kB luciferase reporter, luminescence; higher % means a stronger effect. inhibition, % at 4 µM; hits with a dose series show EC50 in µM. hit rate 0.63% among 290,000; note: many of its hits are not listed in these tables
HIV peptide binding: inhibitors of HIV fusion peptide binding, primary screen, biochemical, uHTS, fluorescence dequenching (AID 1986); cell-free peptide binding, fluorescence dequenching, 30 min; higher % means a stronger effect; inhibition, % at 20 µM, or IC50 in µM where a hit was titrated; hit rate 0.3% among 290,000; in the data active = inhibition mostly above about 52%, no sharp cut-off; inactive = mostly below about 76%; note: some results filed as inactive read as strong as hits
LYP inhibition: inhibitors of LYP phosphatase, biochemical, fluorescence intensity, uHTS (AID 1779); Tyrosine-protein phosphatase non-receptor type 22 (Homo sapiens); recombinant LYP phosphatase, fluorescence intensity; higher % means a stronger effect; hit rate 0.054% among 290,000; inhibition, % at 11.5 µM, or IC50 in µM where a hit was titrated;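 note: plate controls were vehicle with enzyme for no effect and no enzyme for full effect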
KOR beta-arrestin-1: KOR antagonists, beta-arrestin recruitment, cell-based, luminescence, uHTS (AID 1778). Kappa-type opioid receptor (Homo sapiens). KOR beta-arrestin recruitment, luminescence, antagonist mode; higher % means a stronger effect. one-dose inhibition, % at 10 µM; IC50 in µM for titrated hits. hit rate 0.091% among 290,000; note: strong numbers were not always called active
KOR beta-arrestin-2: KOR agonists, beta-arrestin recruitment, primary screen, cell-based, luminescence, uHTS (AID 1777); activation, % at 10 µM, or EC50 in µM where a hit was titrated; hit rate 0.02% among 280,000; KOR beta-arrestin recruitment, luminescence; higher % means a stronger effect; in the data active = activation above about 50%, passing the limit was not always enough; note: a part of the inactive calls stands beside numbers as strong as those of hits
Myeloid diff 2: induction of myeloid progenitor differentiation, primary screen, cell-based, flow cytometry, MLPCN library. calls only at 10 µM. hit rate 1% among 360,000. ER-HoxA9 myeloid progenitors, lysozyme-GFP differentiation;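 active = normalized GFP-positive differentiation at or above the plate's own cutoff, the solvent-only control mean plus 3 SD; inconclusive = no clear call, values can overlap the other calls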;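 note: cells exposed to compound for four days before flow analysis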
Siah-1 displacement: Siah-1 peptide-binding antagonists, primary screen, biochemical, fluorescence polarization, rhodamine-plectin, uHTS (AID 1817). one-dose displacement, % at 20 µM; IC50 in µM for titrated hits. E3 ubiquitin-protein ligase SIAH1 (Homo sapiens). Siah-1 / rhodamine-plectin peptide fluorescence polarization; higher % means a stronger effect. hit rate 0.02% among 290,000;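 active = displacement of at least 50% at 20 µM, with a fluorescence ratio check between 0.3 and a set limit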;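 note: plate controls were Siah plus tracer with DMSO for no effect and tracer alone without Siah for full effect; strong numbers were not always called active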
Myeloid diff 2 GFP+ MAC1+ %: second read-out of Myeloid diff 2, no call of its own (marks repeat the call); GFP+ MAC1+ double positive, %; measured here: differentiation confirmed by MAC1 staining
* = called active by the depositor; i = inactive; u = inconclusive; x = not tested or not shown; [ ] = remark or other dose. Cut-off read from the data, not from the text of the source, unless noted: active = inhibition above about 50%; inactive = the rest.

SMILES	NOD1 NF-kB reporter	Salmonella PhoP GFP	NOD2 inhibition	HIV peptide binding	LYP inhibition	KOR beta-arrestin-1	KOR beta-arrestin-2	Myeloid diff 2	Myeloid diff 2 GFP+ MAC1+ %	Siah-1 displacement
Cc1ccc(CSCCNC(=O)CN(c2cc(C)ccc2C)S(C)(=O)=O)cc1	-4%	-9%	-9%	-0.1%	-3%	-10%[20 µM]	-2.4%	i	0.6	-6%
CC(C)NCC(O)COC1C2CC3CC(C2)CC1C3 (stereo not given)	-39%	-5%	-28%	-1.1%	0%	0%	-5.1%	i	0.5	2%
Nc1nc(SCCOc2ccccc2)n[nH]1	x	6%	10%	-2.1%	4%	31%	0.5%	i	0.7	1%
CCCC1CC(C)(C(=O)CSc2n[nH]c(-c3ccccc3)n2)OC1=O (stereo not given)	-2%	-25%	23%	-0.7%	-9%	30%	2.5%	i	4.1	-2%
COc1ccc(-c2cn[nH]c2-c2ccc(OCC(=O)NN)cc2O)cc1	1%	8%	11%	-3.3%	-11%	-3%	-4.8%	i	1.0	4%
CNC(=S)N/N=C/C1=CCC2CC1C2(C)C (stereo not given)	-6%	0%	17%	-1.8%	-3%	-15%	-5.3%	i	0.3	-2%
Cc1cccc(N2CCN(C(=O)c3cc(COc4ccc(F)c(F)c4)on3)CC2)n1	-20%	3%	10%	-2.1%	-9%	-14%	-2.3%	i	0.5	1%
COc1cc(CN(CCc2c(C)[nH]c3ccc(C)cc23)C(=S)NC(C)(C)C)cc(OC)c1OC	-6%	9%	13%	-0.8%	-7%	-4%	-1.8%	i	2.7	-5%
O=C1/C(=C/c2ccccc2)NC(=S)N1C(c1ccccc1)c1ccccc1	3%	30%	-22%	2.4%	2%	-90%	4.6%	i	0.8	0%
Cc1cccc(NC(=O)c2ccccc2NC(=O)C(C)(C)C)n1	-5%	6%	16%	-3.1%	-4%	-17%	6.5%	i	0.6	-2%
CC1(C)C2CCC1(CS(=O)(=O)Nc1ccc(S(=O)(=O)NC3CCCCC3)cc1)C(=O)C2 (stereo not given)	-3%	-3%	5%	-0.5%	-10%	14%	-3.3%	i	0.5	-4%
CCNC(=S)N1CCN(S(=O)(=O)c2ccc(C)cc2)CC1	-21%	-9%	8%	-1.5%	-4%	10%	0.2%	i	0.1	4%
Cn1c(=O)c2[nH]c(-c3ccccc3Cl)c(O)c2n(C)c1=O	12%	-16%	-5%	24%	-7%	3%	7.1%	i	0.3	-6%
O=C(Cn1c(NCCCO)nc2ccccc21)c1ccc(Cl)cc1Cl	-6%	15%	-16%	-0.8%	-10%	-5%	-3.9%	i	0.4	4%
COc1ccc(C(=O)c2sc3nc(C)cc(-c4cccs4)c3c2N)cc1	35%	-62%	24%	14%	1%	-25%	-0.3%	i	0.3	-3%
O=C(Nc1ccc(/C=C/c2nc3ccccc3o2)cc1)c1cccc(C(F)(F)F)c1	-12%	6%	-27%	1.8%	3%	-46%	3.1%	i	0.6	4%
CCOC(=O)c1c(NC(=O)COc2ncnc3sccc23)sc2c1CCC2	8%	-8%	3%	-1.5%	-5%	-22%	-6.4%	i	2.0	-5%
CC(=O)Nc1ccc(NC(=O)C/C(C)=N/NC(=O)C(=O)Nc2ccc(C)c(Cl)c2)cc1	-3%	0%	16%	-1.6%	-7%	10%	-1.3%	i	0.2	10%
CCCCCCN1C=CC=C/C1=C\C=C(C#N)C#N	-6%	-4%	-2%	3.8%	0%	-11%	4.7%	i	0.2	-2%
Cc1nn(-c2ccc(Cl)cc2)c(N)c1C(O)(CSc1nccn1C)C(F)(F)F (stereo not given)	1%	-5%	6%	0.4%	0%	11%	-4.8%	i	0.3	-5%

Reformatted field by field: part of the list above
Cn1c(=O)c2[nH]c(-c3ccccc3Cl)c(O)c2n(C)c1=O
  NOD1 NF-kB reporter: 12% | Salmonella PhoP GFP: -16% | NOD2 inhibition: -5% | HIV peptide binding: 24% | LYP inhibition: -7% | KOR beta-arrestin-1: 3% | KOR beta-arrestin-2: 7.1% | Myeloid diff 2: i | Myeloid diff 2 GFP+ MAC1+ %: 0.3 | Siah-1 displacement: -6%
O=C(Cn1c(NCCCO)nc2ccccc21)c1ccc(Cl)cc1Cl
  NOD1 NF-kB reporter: -6% | Salmonella PhoP GFP: 15% | NOD2 inhibition: -16% | HIV peptide binding: -0.8% | LYP inhibition: -10% | KOR beta-arrestin-1: -5% | KOR beta-arrestin-2: -3.9% | Myeloid diff 2: i | Myeloid diff 2 GFP+ MAC1+ %: 0.4 | Siah-1 displacement: 4%

The results go on.
SMILES	NOD1 NF-kB reporter	Salmonella PhoP GFP	NOD2 inhibition	HIV peptide binding	LYP inhibition	KOR beta-arrestin-1	KOR beta-arrestin-2	Myeloid diff 2	Myeloid diff 2 GFP+ MAC1+ %	Siah-1 displacement
COc1ccc2[nH]c3c(=O)n(Cc4ccc(C(=O)N5CCCCCC5)cc4)c(=S)[nH]c3c2c1	-17%	4%	-22%	-1.4%	-8%	30%	-7.7%	i	0.1	10%
COc1ccccc1NS(=O)(=O)c1c(C)[nH]c(C)c1C(=O)N1CCCC1	-3%	1%	-24%	0.4%	-7%	-4%	0.5%	i	0.4	-5%
Cc1ccccc1CC(=O)N1CCCC(CCC(=O)N2CCN(c3ccccn3)CC2)C1 (stereo not given)	-13%	6%	1%	0.2%	-9%	10%	-1.4%	i	0.3	-6%
Nn1c(SCC(=O)Nc2ccc3c(c2)OCCO3)nncc1=O	-38%	-4%	-10%	-1.8%	-8%	12%	-0.6%	i	0.8	9%
CCOc1ccc(NC(=S)N=Nc2c(O)[nH]c3ccccc23)cc1	-5%	2%	-18%	-1.3%	6%	36%	-5.2%	i	0.1	-9%
Cc1nonc1OCC(C)(COc1nonc1C)NC(=O)c1ccc(Cl)cc1	-33%	-9%	6%	1.9%	-6%	43%	1.9%	i	0.7	2%
CC1CCN(C(=O)COC(=O)CCCN2C(=O)c3cccc4cccc(c34)C2=O)CC1	-29%	7%	9%	1.0%	-7%	-33%	7.3%	i	4.3	0%
O=C(Cn1nc(Cc2ccncc2)c2ccccc2c1=O)N1CCN(C(=O)c2ccco2)CC1	-4%	4%	12%	-1.8%	-3%	6%	-5.0%	i	2.9	4%
COc1ccc(NS(=O)(=O)c2ccc(Cl)c(C(=O)O)c2)cc1S(=O)(=O)N1CCCCC1	-8%	-3%	-5%	-0.4%	2%	-12%	23%	i	0.4	0%
CC(=O)Oc1ccc(N2C(=O)C3C(C2=O)C2(C)C=CC3(C)O2)cc1 (stereo not given)	12%	x	13%	1.5%	4%	38%	7.3%	x	x	1%
CCn1c(C)[n+](CCOCC[n+]2c(C)n(CC)c3cc(Cl)c(Cl)cc32)c2cc(Cl)c(Cl)cc21	6%	-4%	11%	1.3%	2%	20%	5.6%	i	5.7	1%
Cc1ccc(C)c(C2NC(=O)c3ccccc3N2)c1 (stereo not given)	7%	-3%	-83%	-0.8%	-9%	1%	1.3%	u	x	4%
CN(C)c1ccc(NC(=O)CSc2nc3ccccc3c(=O)n2C2CCCCC2)cc1	-14%	11%	20%	-1.8%	12%	-54%	7.1%	i	1.0	-4%
O=c1c2ccccc2oc2nc(-c3cccs3)n(CCc3ccccc3)c(=O)c12	-1%	-5%	26%	5.1%	-2%	-10%	9.8%	x	x	14%
O=C(Nc1ccc(-c2cn3ccsc3n2)cc1)C1CCCC1	-56%	-5%	-102%	-2.3%	-9%	4%	-1.5%	i	0.6	-8%
COCCNC(=S)N/N=C/c1ccc(OCc2ccc(C(=O)OC)cc2)c(OC)c1	-28%	8%	2%	-3.3%	1%	-287%	62%	x	x	3%
CC(C)N(CC(=O)Nc1ccc(Cl)cc1C(F)(F)F)C(=O)CCl	42%	-4%	12%	-0.3%	-11%	1%	-2.6%	i	1.4	17%
COCc1nnc(NC(=O)c2cccc(NC(=O)C(C)C)c2)s1	-36%	2%	0%	0.9%	-6%	-23%	2.1%	i	0.3	6%
CS(=O)(=O)Nc1ccc2c(c1)nc1n2CCOC1	12%	1%	5%	-1.2%	-9%	-2%	-4.7%	i	2.4	2%
CCCCn1c(-c2cccs2)nc2oc3ccccc3c(=O)c2c1=O	-2%	-3%	24%	-1.7%	-2%	18%	-1.8%	i	0.3	19%
CNC(=O)CSc1nc(-c2ccccc2)c(-c2ccccc2)[nH]1	11%	-6%	17%	-0.7%	-8%	28%	0.7%	i	1.3	-1%
O=C(Cc1ccc(NC2=NC3CS(=O)(=O)CC3S2)cc1)N1CCN(c2ccc(F)cc2)CC1 (stereo not given)	-13%	x	10%	2.6%	-2%	35%[20 µM]	-3.5%	i	2.4	-2%
C/C(=N\NC(=O)CSc1nc(C)cc(C)n1)c1ccc2c(c1)OCCO2	-22%	5%	-6%	-1.1%	-2%	-27%	1.4%	i	0.3	18%
CC(=O)Nc1ccc(S(=O)(=O)Nc2ccc(S(=O)(=O)Nc3nccs3)cc2)cc1	-21%	-1%	12%	2.9%	-2%	32%	-2.9%	i	0.8	3%
COC(=O)c1nn(C23CC4CC(CC(C4)C2)C3)c2c1C(=O)N(c1ccc(F)cc1)C2=O	-34%	-1%	-20%	1.6%	-2%	0%	-4.4%	i	0.6	6%
Cc1onc(-c2c(Cl)cccc2Cl)c1C(=O)NCc1cccs1	24%	5%	-2%	-2.9%	-11%	22%	-1.6%	i	0.9	-5%
Cc1cc(Br)cc(Br)c1OCC(=O)NNC(=O)CCC(=O)NCc1ccccc1	-28%	1%	-4%	0.1%	-2%	37%	1.1%	i	2.6	-4%
CC(C)CC(=O)Nc1cc(NC(=O)CC(C)C)cc(C(=O)NC(C)(C)C)c1	1%	6%	-2%	1.3%	-7%	18%	-0.8%	i	1.8	3%
COc1ccc(-c2noc(-c3cc(Cl)ccc3Cl)n2)cc1OC	-16%	0%	-12%	-3.1%	-2%	32%	-3.3%	x	x	10%
O=C(CC1S/C(=N/N=C2CCCCCC2)NC1=O)Nc1ccccc1F (stereo not given)	-18%	x	12%	1.3%	-10%	-22%	-3.5%	i	1.7	-2%
CCN1C(=NCC(C)C)N[C@@H](c2cccc(F)c2)C(C(=O)OC)=C1C	-13%	4%	-2%	0.0%	-7%	-12%[20 µM]	-1.1%	i	1.0	5%
COc1cc(C(F)(F)F)c(C(=O)N(C)Cc2cccc(Cl)c2)cn1	-9%	1%	13%	1.4%	-3%	4%	1.9%	i	1.2	4%
O=C(Nc1cccnc1)OCc1ccccc1	-33%	1%	6%	1.4%	-4%	-19%	3.8%	i	0.7	2%
C/C(CC(=O)Nc1ccc(N(C)C)cc1)=N\NC(=O)c1ccc(Cl)cc1Cl	-28%	-4%	-4%	-0.6%	-6%	-34%[20 µM]	-4.4%	i	1.9	5%
CC(=O)NCCn1c(SCC(=O)NC2CCCCC2)nc2ccccc2c1=O	-12%	-8%	6%	1.4%	-6%	-12%	2.7%	i	0.1	4%
CCN(CC)CCNC(=O)c1ccc(NC(=O)c2c(F)cccc2Cl)cc1	-46%	3%	-2%	-0.7%	-6%	-3%	-0.4%	i	0.2	-6%

This is a subset (hit frequency here may not be typical).
